Assay outcomes: PubChem BioAssay, National Center for Advancing Translational Sciences (NCATS)
GALK inh: galactokinase (human) inhibition; P51570; Potency, µM (doses to about 57.5 µM), for inactives: at the top dose activity change, negative = inhibition, actives largely listed as inhibitors; Purified GALK, Kinase-Glo residual ATP luminescence; AID 1868; 0.007% of 270,000 active; further: potency means the concentration at half of the fitted maximal effect; on the % scale 0 is the no-effect control and ±100 the full control effect
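5 nM enzyme, 35 uM ATP, 100 uM galactose, 20 mM HEPES pH8.0, 5 mM MgCl2; 1 h RT; residual ATP by Kinase-Glo Plus luminescence, qHTS format.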
Chronic BCR inh: chronic active BCR signaling inhibition; ABC-DLBCL IkBa-CBG/CBR reporter, luminescence ratio, 4 h; Potency, µM (titrated, usually from 46.1 µM), without a hit: top-dose ratio change, negative = lower green/red ratio, usual class: inhibitors; 0.05% of 340,000 active; active means well fitted inhibition curve with a large enough effect in the signal ratio, with a control signal flat, not every such curve was filed as active; inconclusive means small, poorly fitted or top-dose-only effect, or effect the other way, or a change in a side signal; the % refers to the signal ratio;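 further: potency means the concentration at half of the fitted maximal effect; plate controls were basal doxycycline-induced cells for no effect and cells given 10 µM MG132 for full effect; MG132 reads +100%, hits lower the ratio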
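TMD8 ABC-DLBCL cells carrying doxycycline-inducible green luciferase fused to IkappaBalpha plus unfused red luciferase were exposed to compounds (up to 46 uM) for 4 hrs at 37C. Activity came from the overlap-corrected green/red luminescence ratio.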
Tb PFK inh: blocks T. brucei phosphofructokinase. T. brucei PFK, ADP-Glo luminescence. Potency, µM (top dose mostly 57.5 µM), inactives show top-dose activity, negative = inhibition, hits mostly inhibitors. 0.17% of 330,000 active. AID 485367;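 further: potency means the concentration at half of the fitted maximal effect; 0% = uninhibited 1x PFK enzyme wells and -100% = no-enzyme wells; nearly all actives have a fitted effect of over 60% in size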
Target sequence (O15648 whole entry, looked up): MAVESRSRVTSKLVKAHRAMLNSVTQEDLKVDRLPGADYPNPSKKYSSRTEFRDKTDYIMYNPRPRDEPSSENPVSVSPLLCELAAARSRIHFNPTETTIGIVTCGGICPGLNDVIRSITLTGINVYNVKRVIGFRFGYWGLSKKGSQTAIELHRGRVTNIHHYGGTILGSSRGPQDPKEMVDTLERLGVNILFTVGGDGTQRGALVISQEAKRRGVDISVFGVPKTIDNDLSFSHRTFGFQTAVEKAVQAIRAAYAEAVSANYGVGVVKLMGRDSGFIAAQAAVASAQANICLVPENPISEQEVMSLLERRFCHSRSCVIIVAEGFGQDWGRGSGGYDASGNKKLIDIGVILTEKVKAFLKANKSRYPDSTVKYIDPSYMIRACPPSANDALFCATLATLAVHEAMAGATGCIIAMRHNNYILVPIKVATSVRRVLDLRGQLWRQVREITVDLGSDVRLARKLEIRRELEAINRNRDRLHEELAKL
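Luminescent ADP detection (ADP-Glo, two-step: ATP depletion then ADP-to-ATP conversion for luciferase) reported PFK activity after 45 min room-temperature reaction of 1.25 nM enzyme with 0.5 mM F6P and 0.1 mM ATP at pH 8.0.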
Integrin act MD: integrin-mediated muscular dystrophy alleviation activation; Potency, µM (series often up to 38.3 µM), inactives show top-dose activation, actives largely listed as activators; alpha7betagal myoblasts, beta-gal FDG fluorescence, 48 h; 0.064% of 350,000 active;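 further: potency means the concentration at half of the fitted maximal effect; 100% = response of the positive control SU9516; nearly all actives have a fitted effect of over 60% in size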
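alpha7betagal+/- myoblasts (passage 13, 250/well) treated 48 h at 37C with compounds at 1:260 dilution of DMSO stock. Lysed, then beta-galactosidase activity read as FDG fluorescence (ex 480/em 540) after 30 min, with pre-read for autofluorescence.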
Giardia killer: Giardia lamblia killing | Giardia lamblia trophozoite viability | AID 540267 | 0.15% of 340,000 active | activity change, % at 7.66 µM, hits read low; in the data active means activity change below about -80%; inconclusive means between about -30% and that limit;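 further: parasites exposed to compound for two days anaerobically before the ATP read; on the % scale 0 is the no-effect control and ±100 the full control effect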
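Trophozoite viability was measured as ATP-dependent luminescence, read 15-30 min after reagent addition. Before that, parasites at 100 cells/well were exposed to compounds for 48 h, anaerobically, at 37 deg C.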
ASM inhibitor: inhibitors of human secretory acid sphingomyelinase | placental ASM, HMU-PC fluorogenic substrate, 60 min | Potency, µM (top dose mostly 57.5 µM), inactives show at the top dose activity change, negative = inhibition, hits mostly inhibitors | 0.006% of 340,000 active | AID 504937; further: potency means the concentration at half of the fitted maximal effect
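qHTS format. ASM enzyme prepared from human placenta hydrolyses the fluorogenic substrate HMU-PC0 (9 uM final) over 60 min at 37 °C after a 10 min compound preincubation.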
TSG101-PTAP inh: blocks PTAP/TSG101 interaction to inhibit HIV-1 budding. 340,000 tested, under 10 active. Fluorescence polarization, FITC-PTAP peptide / Tsg101 binding. Potency, µM (titrated, usually from 115 µM), for inactives: top-dose activity change, negative = inhibition, most hits filed as inhibitors; active means well fitted inhibition curve with a large enough effect in the main read-out, with a control signal flat, not every such curve was filed as active; inconclusive means small, poorly fitted or top-dose-only effect, or effect the other way, or a change in a side signal; inactive means no such curve, though single readings can be large or run the other way; further: potency means the concentration at half of the fitted maximal effect; % of control where 0% means no effect
Target sequence (Q99816 whole entry, looked up): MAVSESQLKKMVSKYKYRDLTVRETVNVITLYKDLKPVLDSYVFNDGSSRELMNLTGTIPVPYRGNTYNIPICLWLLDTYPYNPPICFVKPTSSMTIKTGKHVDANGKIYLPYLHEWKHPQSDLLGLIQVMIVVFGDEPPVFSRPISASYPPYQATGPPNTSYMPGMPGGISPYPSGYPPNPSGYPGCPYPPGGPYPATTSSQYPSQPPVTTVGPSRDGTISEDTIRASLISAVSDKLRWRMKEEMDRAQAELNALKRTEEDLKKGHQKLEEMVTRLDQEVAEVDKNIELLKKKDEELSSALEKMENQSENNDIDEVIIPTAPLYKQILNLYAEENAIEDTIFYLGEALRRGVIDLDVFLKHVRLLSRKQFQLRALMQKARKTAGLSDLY
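Compounds were pin-transferred onto Tsg101 binding domain (10 uM final) in HEPES pH 7.5 buffer, then FITC-PTAP peptide was added at 50 nM final. After 20 min at RT, polarization reported peptide displacement across a qHTS concentration series.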
Menin MLL FP TR: displaces Texas Red mutant MLL peptide from human menin; O00255; 0.23% of 270,000 active; Potency, µM (top dose mostly 61.6 µM), for inactives: top-dose FP activity change, negative = inhibition, hits mostly inhibitors; Menin + Texas Red MLL mutant peptide, fluorescence polarization; active means well fitted inhibition curve with a large enough effect in the polarisation, with a control signal flat, not every such curve was filed as active; inconclusive means small, poorly fitted or top-dose-only effect, or effect the other way, or a change in a side signal; inactive means no such curve, though single readings can be large or run the other way; the % refers to the polarisation; further: potency means the concentration at half of the fitted maximal effect; % of control where 0% means no effect; many of its hits are not listed in these tables
Coupling enz: inhibits coupling enzyme system, counter-screen for aldolase hits; coupling enzyme system counterscreen, AmpLite Red fluorescence; activity change, negative = inhibition, % at 58.2 µM, hits read low; 0.67% of 290,000 active; in the data active means activity change below about -30%; further: on the % scale 0 is the no-effect control and ±100 the full control effect
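Counterscreen lacking aldolase: glyceraldehyde-3-phosphate coupling-enzyme reagent preincubated 10 min at RT with compound (at 57.5 uM final), then substrate/coupling system with AmpLite Red added; fluorescence read at 525/598 nm after 20 min RT.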
B2AR arrestin: recruits beta-arrestin to the human beta2-adrenergic receptor. P07550. beta-arrestin recruitment to beta2AR, cell-based reporter. Potency, µM (highest dose often 46.1 µM), for the others: top-dose activation, most hits filed as activators. 0.02% of 330,000 active. AID 492947;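 further: potency means the concentration at half of the fitted maximal effect; 0% = DMSO controls and full agonism = EC100 isoproterenol or metaproterenol; nearly all actives have a fitted effect of over 65% in size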
PKM2 activator: increases activity of human pyruvate kinase M2 | 0.34% of 260,000 active | P14618 | Potency, µM (top dose mostly 57.5 µM), without a hit: at the highest dose activation, actives largely listed as activators | AID 1631 | purified PKM2, Kinase-Glo ATP luminescence, activation; response scale: 0% is enzyme alone, no compound; further: potency means the concentration at half of the fitted maximal effect; on the % scale 0 is the no-effect control and ±100 the full control effect; nearly all actives have a fitted effect of over 55% in size
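Purified hPK-M2 (>95%) run at intermediate activity with 0.1 mM ADP and 0.5 mM PEP in 50 mM imidazole pH 7.2, KCl, MgCl2; 1 h room temperature. ATP formed read by Kinase-Glo luminescence; normalized to uninhibited and no-enzyme controls.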
The depositor's hits bear a star; ? = inconclusive; . = no result given; [ ] = dose if it differs, or a comment. Unless noted, the call rests on the fitted dose curve; in most records, active means well fitted curve in the direction sought with a large enough effect; inconclusive means small, poorly fitted or top-dose-only effect, or another doubt; inactive means no such curve, though single readings can be large; an effect the other way counts as inactive or inconclusive. Some of the compounds tested; rates above refer to the full screens.

Second line of a record: GALK inh	Chronic BCR inh	Tb PFK inh	Integrin act MD	Giardia killer	ASM inhibitor	TSG101-PTAP inh	Menin MLL FP TR	Coupling enz	B2AR arrestin	PKM2 activator
- COc1ccccc1CN1CCN(S(=O)(=O)c2ccccc2)CC1
→ 0%	?	-9%	8%	4	0%	-4%	-3%	1	-0.2%	-1%
- CCC1(C)Cc2c(sc3nc(SC)nc(NCCN(C)C)c23)CO1 (centres undefined)
→ 1%	?	1%	-13%	-21	0%	-6%	28%	2	0.1%	9%
- CCn1c(SCC(=O)NCc2ccco2)nc2c1c(=O)n(C)c(=O)n2C
→ -1%	6%	-7%	14%	1	2%	2%	-4%	1	0.2%	0%
- O=C(CSc1ccccc1)Nc1ccccc1C(=O)N1CCCC1
→ 1%	4%	0%	17%	-11	-1%	-1%	-3%	-1	0.1%	-5%
- c1ccc(CNCCC(Cc2ccccc2)c2ccco2)cc1 (centres undefined)
→ 1%	-11%	0%	-27%	7	3%	-1%	.	3	-0.3%	-1%
- Cc1nc2nc(-c3ccc(Cl)cc3)[nH]n2c(=O)c1Cc1ccccc1
→ -5%	?	3%	8%	-23	0%	-3%	4%	-3	0.1%	-1%
- Cc1ccc(Nc2ncnc3c2nnn3Cc2ccccc2)cc1
→ 1%	14%	1%	17%	-10	4%	0%	.	-1	-0.2%	10%
- O=C(CCNC(=O)c1ccccc1Cl)Nc1cc(S(=O)(=O)N2CCOCC2)ccc1N1CCOCC1
→ -2%	?	5%	?	-23	-1%	-1%	.	-2	-0.6%	-1%
- NC(=O)c1ccccc1NS(=O)(=O)Cc1ccc(Cl)cc1
→ -1%	?	-4%	-3%	10	0%	-11%	17%	-6	0.0%	0%
- CCc1c(C)nc2ncnn2c1Nc1ccc(C(C)=O)cc1
→ -1%	2%	1%	7%	5	4%	1%	-11%	-3	0.5%	-2%
- CCOC1CCc2c(C)nc(N)nc2S1 (centres undefined)
→ -2%	-2%	9%	8%	18	5%	-7%	-4%	0	-0.8%	7%
- COc1ccccc1Nc1nn2c(=O)c3ccc(C(=O)N4CCC(C)CC4)cc3nc2s1
→ 8%	?	1%	-10%	-4	-25%	-4%	23%	1	0.1%	0%
- CCn1c(=O)n(CC)c2cc(S(=O)(=O)N3CCCCC3)c(C)cc21
→ -2%	-14%	-1%	10%	-2	0%	-3%	.	0	0.1%	-7%
- Cc1cc(C(=O)NC2CC2)c2ccccc2n1
→ -3%	0%	0%	-3%	-6	-2%	-4%	-5%	4	-0.2%	4%
- CCCC(=O)C1CCN(Cc2ccccc2)CC1
→ 0%	-2%	3%	12%	10	1%	-2%	-13%	-1	-0.2%	-5%
- CC(=O)NN1C(=O)c2ccccc2NC1c1ccccc1O (centres undefined)
→ 1%	2%	-6%	-30%	24	10%	-3%	-19%	2	-0.3%	.
- CC(C)C(CCN1C(=O)CCC1=O)C1CCOC(C)(C)C1 (centres undefined)
→ 0%	3%	-4%	?	-8	3%	-1%	22%	-1	0.2%	-6%
- OCc1c(OCc2cccc(F)c2)ccc2ccccc12
→ 2%	-10%	0%	18%	-1	0%	-8%	-2%	3	-0.6%	1%
- COc1ccc(C2OC(=O)CC2C(=O)NCc2ccc(F)cc2)cc1OC (centres undefined)
→ 1%	?	-14%	4%	11	3%	-4%	21%	0	0.5%	4%
- CN(C)C(=O)N1CCN(C(=O)c2ccco2)CC1
→ -1%	11%	-9%	9%	-9	2%	-1%	7%	0	-0.3%	0%

(continued)
Second line of a record: GALK inh	Chronic BCR inh	Tb PFK inh	Integrin act MD	Giardia killer	ASM inhibitor	TSG101-PTAP inh	Menin MLL FP TR	Coupling enz	B2AR arrestin	PKM2 activator
- C#CCOCCOCCOCCNc1nc(N2CCN(C(=O)Cn3cc(CCCN=C(N)N)nn3)CC2)nc(N2CCN(C(=O)[C@H](CCCCN)n3cc(CCC(=O)O)nn3)CC2)n1
→ .	-7%	-28%	-19%	-5	4%	1%	.	.	-0.1%	.
- Cn1c(O)c(N=NC(=O)C2COc3ccccc3O2)c2ccccc21 (centres undefined)
→ -2%	-23%	-7%	5%	5	-14%	-4%	.	4	-0.2%	3%
- O=C(Nc1nc2ccccc2s1)c1cccc(N2C(=O)CCC2=O)c1
→ -3%	3%	-2%	1%	-12	-5%	-3%	.	.	0.2%	8%
- Cc1ccc(-n2[nH]c(C)c(C=Nc3cc(C)ccn3)c2=O)cc1
→ 1%	?	-15%	17%	-11	-1%	-9%	1%	0	-0.2%	-44%
- Cc1ccc(NC(=O)C2c3ccccc3Oc3ccccc32)c(C)c1
→ 1%	-13%	1%	28%	-7	-1%	-6%	0%	1	-0.5%	4%
- CCCNC(=O)C(Cc1ccccc1)NC(=O)c1ccc(C(C)(C)C)cc1 (centres undefined)
→ .	-1%	0%	13%	-18	5%	0%	.	.	-1.1%	.
- COc1cc(C(=O)OCCn2c(=O)c3c(ncn3CCN(C)C)n(C)c2=O)cc(OC)c1OC
→ 3%	?	7%	14%	-10	-2%	-1%	4%	-2	-0.4%	1%
- N/C(=N\OC(=O)COc1ccccc1Cl)c1ccccn1
→ 0%	?	0%	-16%	-3	5%	-2%	-2%	1	-2.6%	-19%
- Cc1cccc(OCC(O)Cn2c(=N)n(Cc3ccccc3)c3ccccc32)c1 (centres undefined)
→ 0%	?	-15%	-61%[inhibitor]	-25	4%	3%	.	-1	0.3%	-2%
- O=C(O)c1cccc(S(=O)(=O)N2CCN(S(=O)(=O)c3ccc4ccccc4c3)CC2)c1
→ .	4%	6%	1%	-3	20%	-2%	.	.	0.0%	.
- CCC1CCCCN1S(=O)(=O)c1ccc2c(c1)CCN2C(=O)C1CCC1 (centres undefined)
→ .	?	-4%	-43%	-14	-4%	-4%	-15%	6	0.3%	-4%
- CCOc1ccc(CN(C(=O)/C=C/c2ccco2)C2CCS(=O)(=O)C2)cc1 (centres undefined)
→ 6%	0%	-1%	6%	-17	-2%	-5%	-1%	1	0.8%	-1%[0.46 µM]
- O=C(c1ccco1)N1CCCC(c2nc3c(nnn3Cc3ccc(F)cc3)c(=O)[nH]2)C1 (centres undefined)
→ -1%	2%	-2%	5%	-4	5%	-2%	-9%	1	0.4%	4%
- COc1cccc(NC(=O)c2ccc(NC(C)=O)cc2)c1
→ 1%	?	1%	-14%	1	2%	-2%	3%	5	-0.3%	-4%
- CC(CCc1ccccc1)NC(=O)CNC(=O)c1ccccc1Br (centres undefined)
→ -3%	1%	0%	-11%	37[activator]	1%	-1%	.	.	0.0%	-7%
- NS(=O)(=O)c1cccc(NC(=S)NCc2ccccc2)c1
→ -1%	1%	-28%	-21%	-1	1%	1%	2%	0	-0.3%	-42%
- Cc1ccc(CNC(=O)C2CCN(S(=O)(=O)c3ccc4nc5c(c(C(=O)O)c4c3)CC(C)CC5)CC2)cc1 (centres undefined)
→ 1%	0%	3%	?	-9	7%	-4%	15%	0	0.2%	.
- COc1ccc2c(CC(=O)N3CCN(S(=O)(=O)c4ccc(F)cc4)CC3)coc2c1
→ .	1%	-11%	-19%	-24	-1%	-7%	.	.	0.1%	.
- CCOc1ccc(CCNC(=O)CN(C)S(=O)(=O)c2cccc3nsnc23)cc1OCC
→ 3%	?	0%	14%	-1	0%	-7%	-19%	2	0.0%	0%

Sorted by SMILES length (lowest first): some entries from above
Second line of a record: GALK inh	Chronic BCR inh	Tb PFK inh	Integrin act MD	Giardia killer	ASM inhibitor	TSG101-PTAP inh	Menin MLL FP TR	Coupling enz	B2AR arrestin	PKM2 activator
- COc1cccc(NC(=O)c2ccc(NC(C)=O)cc2)c1
→ 1%	?	1%	-14%	1	2%	-2%	3%	5	-0.3%	-4%
- Cc1ccc(NC(=O)C2c3ccccc3Oc3ccccc32)c(C)c1
→ 1%	-13%	1%	28%	-7	-1%	-6%	0%	1	-0.5%	4%
- Cn1c(O)c(N=NC(=O)C2COc3ccccc3O2)c2ccccc21 (centres undefined)
→ -2%	-23%	-7%	5%	5	-14%	-4%	.	4	-0.2%	3%
- C#CCOCCOCCOCCNc1nc(N2CCN(C(=O)Cn3cc(CCCN=C(N)N)nn3)CC2)nc(N2CCN(C(=O)[C@H](CCCCN)n3cc(CCC(=O)O)nn3)CC2)n1
→ .	-7%	-28%	-19%	-5	4%	1%	.	.	-0.1%	.
